Rac1 wt GTP bind: human Rac1 wildtype GTP binding, inhibitors and activators. P63000. GST-Rac1 beads, fluorescent GTP binding, flow cytometry; actives lie on both sides; 0 = cold GTP competed, 100 = untreated. GTP binding activity (% of control), % at 10 µM. 0.27% of 190,000 active. AID 757;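 active = GTP binding activity at least 20 points away from the 100% control level, either lower or higher; inconclusive = compound flagged as likely green fluorescent, judged across all proteins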
Bim-Bfl-1: inhibitors of Bim-Bfl-1 interaction, human. Bead-based flow cytometry, Bim-Bfl-1 binding inhibition. inhibition, % at 10 µM. 0.12% of 190,000 active. Q16548;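 note: 0% = wells without compound plus tracer and 100% = blocker peptide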
Bim-Bcl-W: human Bim-Bcl-W interaction inhibition. Q92843. bead-based flow cytometry, Bim peptide-Bcl-W binding. inhibition, % at 10 µM. 0.02% of 190,000 active. AID 952;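 note: 0% = bound tracer without compound and 100% = peptide blocker; higher means less fluorescent Bim peptide bound to Bcl-W beads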
Target sequence (Q92843 whole entry, looked up): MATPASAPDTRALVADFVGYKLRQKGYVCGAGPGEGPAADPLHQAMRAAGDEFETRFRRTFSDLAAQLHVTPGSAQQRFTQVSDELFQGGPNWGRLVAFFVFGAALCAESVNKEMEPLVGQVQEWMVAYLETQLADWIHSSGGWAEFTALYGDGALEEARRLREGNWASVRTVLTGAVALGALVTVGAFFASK
Cdc42 wt GTP: modulators (inhibitors or activators) of GTP binding to human Cdc42 wildtype. percent activity (GTP binding), % at 10 µM. 0.2% of 190,000 active. AID 761. P60953. GST-Cdc42 beads, Bodipy-GTP binding, flow cytometry; actives lie on both sides;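 active = percent activity GTP binding at least 20 points away from the 100% baseline, either down as inhibitor or up as activator; inconclusive = compound flagged as likely green fluorescent from well-wide comparison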;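 note: median bead fluorescence of bound Bodipy-FL-GTP at 100 nM; 0% = excess unlabeled GTP control and 100% = no compound control; below 100% means less GTP binding so inhibitor and above means activator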
Target sequence (P60953 whole entry, looked up): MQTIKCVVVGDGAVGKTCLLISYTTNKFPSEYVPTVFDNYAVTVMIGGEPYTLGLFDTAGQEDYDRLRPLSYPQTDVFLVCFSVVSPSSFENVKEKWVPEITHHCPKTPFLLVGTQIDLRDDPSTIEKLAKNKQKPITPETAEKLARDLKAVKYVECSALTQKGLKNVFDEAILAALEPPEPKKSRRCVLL
Bim-Bcl-B: disrupts Bim peptide binding to human Bcl-B; Q9HD36; bead-based flow cytometry; inhibition, % at 10 µM; 0.073% of 190,000 active; AID 951;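 note: 0% = tracer peptide without compound and 100% = reference inhibitor peptide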
Target sequence (Q9HD36 whole entry, looked up): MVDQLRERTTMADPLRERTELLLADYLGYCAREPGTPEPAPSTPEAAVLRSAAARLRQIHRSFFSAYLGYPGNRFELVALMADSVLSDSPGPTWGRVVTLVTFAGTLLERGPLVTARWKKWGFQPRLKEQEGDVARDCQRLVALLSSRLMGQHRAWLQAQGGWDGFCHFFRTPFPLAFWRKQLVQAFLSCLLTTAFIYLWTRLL
Rab7 wt modul: dog Rab7 wildtype GTP binding, inhibitors and activators; GST-Rab7 beads, fluorescent GTP binding, flow cytometry; actives lie on both sides; untreated = 100%, excess cold GTP = 0%; GTP binding activity (percent of control), % at 10 µM; 0.055% of 190,000 active;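 active = fluorescent GTP binding to Rab7 beads changed by at least 20 points from the 100% baseline, either direction, mostly lower; inconclusive = compound itself probably fluorescent, or too few beads counted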;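 note: median green fluorescence of bound Bodipy-FL-GTP per Rab7 bead population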
Rab2A wt mod: changes GTP binding to wildtype dog Rab2A, up or down. 0.19% of 190,000 active. AID 760. GTP binding activity, % at 10 µM. GST-Rab2 wt beads, Bodipy-GTP binding, flow cytometry;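 active = GTP binding activity at least 20 points away from 100%, either lowered or raised; inconclusive = signal likely due to the compound's own green fluorescence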;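 note: 0% = beads with excess unlabeled GTP and 100% = no-compound control corrected for plate trend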
Bcl-XL Bim block: human Bim-Bcl-XL interaction inhibition. Q07817. Bim peptide-Bcl-XL binding, bead flow cytometry, fluorescence. inhibition, % at 10 µM. 0.04% of 190,000 active
Target sequence (Q07817 whole entry, looked up): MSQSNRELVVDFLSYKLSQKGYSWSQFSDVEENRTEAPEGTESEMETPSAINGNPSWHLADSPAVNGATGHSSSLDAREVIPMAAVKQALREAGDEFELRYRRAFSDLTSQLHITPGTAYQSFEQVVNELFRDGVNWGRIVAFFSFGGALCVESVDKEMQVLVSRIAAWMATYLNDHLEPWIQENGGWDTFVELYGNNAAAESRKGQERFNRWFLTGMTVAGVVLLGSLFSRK
Bim-Bcl-2: human Bim-Bcl-2 interaction inhibition; P10415; Bead-based flow cytometry, Bim peptide-Bcl-2 binding; inhibition, % at 10 µM; 0.06% of 190,000 active; in the data active = inhibition above about 40%; inconclusive = no clear call, values can overlap the other calls;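 note: 0% = no compound wells with probe peptide and 100% = reference peptide inhibitor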
Target sequence (P10415 whole entry, looked up): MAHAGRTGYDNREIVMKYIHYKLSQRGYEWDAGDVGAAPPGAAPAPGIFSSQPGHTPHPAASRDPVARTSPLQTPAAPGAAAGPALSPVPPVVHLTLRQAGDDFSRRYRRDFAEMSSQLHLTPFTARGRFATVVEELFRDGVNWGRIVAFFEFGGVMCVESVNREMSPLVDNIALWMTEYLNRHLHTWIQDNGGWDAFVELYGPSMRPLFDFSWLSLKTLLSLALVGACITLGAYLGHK
HRas wt GTP bind: modulators of GTP binding to human HRas wildtype; P01112; GST-Ras wt beads, Bodipy-FL-GTP binding, flow cytometry; actives lie on both sides; GTP binding activity, % at 10 µM; 0.14% of 190,000 active;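 active = GTP binding activity at least 20% away from the 100% baseline, either lowered as inhibitor or raised as activator; inconclusive = flagged as likely green fluorescent, judged across all proteins in the well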;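 note: 0% = unlabeled GTP competition control and 100% = no-compound control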
Rac1 mut GTP: modulators of GTP binding to human Rac1 activated mutant; P63000; GST-Rac1 activated beads, fluorescent GTP binding, flow cytometry; actives lie on both sides; 100% means binding = to untreated wells; percent activity (GTP binding), % at 10 µM; 0.11% of 190,000 active; AID 764;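 active = GTP binding at least 20 percentage points away from the 100% baseline, in either direction, so actives lie on both sides; inconclusive = Compound likely fluorescent itself, or too few beads counted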
Numbers without * were called inactive; ? = inconclusive. Cut-off read from the data, not from the text of the source, unless noted: active = inhibition above about 40%.

Rac1 wt GTP bind	Bim-Bfl-1	Bim-Bcl-W	Cdc42 wt GTP	Bim-Bcl-B	Rab7 wt modul	Rab2A wt mod	Bcl-XL Bim block	Bim-Bcl-2	HRas wt GTP bind	Rac1 mut GTP	Molecule
101	-11	0	98	-7	98	98	0	-8	98	99	Clc1ccc(Cn2nnc(-c3ccc(CN4CCOCC4)cc3)n2)cc1
100	-4	-1	98	-1	103	96	-6	-1	98	95	Cc1cc(C)c2nc(-c3ccccn3)cc(C(=O)NCc3cc(C)n(C)n3)c2c1
?	-2	-3	?	0	?	?	0	-1	?	?	CSCCC(NC(=O)c1ccco1)C(=O)NCc1ccc(F)cc1 (stereo not given)
95	7	7	92	0	100	100	3	0	95	94	COC(=O)CCC(=O)NC(=S)Nc1ccccc1F
106	-2	-8	101	-2	99	101	-6	-2	101	100	COC(=O)c1ccc(NC(=O)CN2CCCC2)cc1
103	-11	0	101	-6	102	99	-2	-9	102	99	O=C(c1cnc2n(c1=O)CCS2)N1CCN(C(c2ccccc2)c2ccc(Cl)cc2)CC1 (stereo not given)
106	-2	-2	104	-5	103	102	-5	0	104	99	CCn1c(Cc2ccccc2)nnc1SCC(=O)NC1CC1
104	-1	-5	103	-6	105	103	-6	-2	105	101	COc1cccc(OCCOCC(O)CN2CCN(Cc3ccc(Cl)cc3)CC2)c1 (stereo not given)
98	2	-5	93	-3	92	90	0	-4	91	93	Cc1ccc2cc(/C=N/NC(=O)c3ccccc3[N+](=O)[O-])c(Cl)nc2c1
97	-4	-1	94	-4	93	95	-3	-7	94	95	CCOC(=O)C1(CC2CC2)CCN(Cc2ccc(C(=O)OC)cc2)CC1
95	-9	0	98	-5	96	95	-7	-6	97	92	O=C(CSc1ncnc2c1cnn2-c1ccccc1)Nc1ccccc1
104	-10	-7	98	-20	99	98	-8	-8	98	97	CC(C)NC(=O)C(=O)NNC(=O)C12CC3CC(CC(C3)C1)C2
98	7	6	94	3	92	97	5	3	97	95	O=C(CSc1ncnc2sc3c(c12)CCCCC3)NCc1ccco1
101	-8	0	98	-3	94	97	0	-3	96	96	O=C(c1ccccc1SCc1ccccc1)N1CCCCCC1
105	-21	-3	100	-8	99	100	-9	-9	101	98	O=C(CNC(=O)c1ccco1)Nc1cc(Cl)ccc1N1CCOCC1
93	0	-2	95	-5	94	93	-2	0	95	93	COc1ccc(NC(=O)CN2CCN(C3c4ccccc4-c4ccccc43)CC2)cc1
94	-4	1	90	0	92	88	-1	0	89	92	O=c1[nH]c2ccccc2n2cnnc12
102	0	-5	99	-3	97	98	-5	3	98	98	Cc1ccc2[nH]c(=O)c(CC=C(Cl)Cl)c(C)c2c1
103	-4	0	103	0	101	101	2	-1	102	99	Cc1ccc(C2CCN(C(=O)Nc3ccccc3)C2)cc1 (stereo not given)
102	0	-2	98	-7	102	97	-4	-1	102	100	COc1cc(/C=C/C(=O)OCC(=O)Nc2ccccc2Sc2ccc(Cl)cc2)ccc1O
100	-5	-2	97	-5	99	96	-1	-4	98	96	C#CCOCCOCCOCCNc1nc(N2CCN(C(=O)[C@H]([C@@H](C)CC)n3cc([C@@H](N)CO)nn3)CC2)nc(N2CCN(C(=O)[C@H]([C@@H](C)CC)n3cc([C@@H](N)CC(C)C)nn3)CC2)n1
99	-7	-4	99	-3	107	99	-5	-3	97	95	NC(=O)C1CCN(C(=O)CSc2ncccn2)CC1
93	-15	1	96	-8	90	93	1	-10	95	93	O=C(Nc1nccs1)c1ccc(COc2ccc(Cl)cc2)o1
98	-3	-3	101	-1	103	101	-4	0	100	97	CCC(C)(C)NC(=O)Cc1ccc(OC)c(OC)c1
97	1	3	98	-4	95	97	-2	0	95	97	Cc1ccsc1S(=O)(=O)N1CCCC(CCC(=O)NCc2ccccc2F)C1 (stereo not given)
102	0	-4	99	-11	104	99	-6	-5	100	98	Cc1ccccc1N(CC(=O)N/N=C/c1cc(Br)c(C)o1)S(C)(=O)=O
99	0	1	99	3	95	100	2	0	99	99	Cc1ccccc1Cn1ccc(-c2ccc3c(c2)OCO3)n1
104	-16	0	101	-11	98	100	-7	-9	100	100	CCOC(=O)c1ccc(NC(=O)CSc2nc(NC(=O)c3ccccc3)c3c(C)c(C)oc3n2)cc1
101	-1	-4	102	-2	97	97	0	-2	100	97	CC(=O)Nc1ccc2oc(-c3ccccc3Br)nc2c1
96	0	1	93	-4	94	96	-1	0	96	95	COc1ccccc1Nc1nnc(SCc2cc(=O)n3ccsc3n2)s1
101	-2	-7	101	-13	97	99	-7	-3	98	95	O=C(Nc1ccc([N+](=O)[O-])cn1)C1CC1
98	-12	0	99	-4	100	100	4	-3	99	97	Cc1ccc(NC(=O)C2CCN(S(=O)(=O)c3c(C)[nH]c(=O)[nH]c3=O)CC2)cc1
105	-7	-2	101	-8	108	103	-6	-4	104	107	CC1(C)Cc2c(sc3c2c(N)nc(=S)n3Cc2ccccc2)CO1
100	-14	-2	97	-10	97	99	-13	-11	98	97	COC(=O)c1cc(Br)c(=O)n(CCN(C(C)C)C(C)C)c1
102	-3	-6	102	-5	100	101	-6	-4	102	100	O=C(COC(=O)CCc1nc2ccccc2s1)Nc1ccc(S(=O)(=O)N2CCOCC2)cc1
96	-8	1	95	-4	104	98	-2	2	96	95	CCOc1cc(/C=N/NC(=O)c2ccc(=O)n(C)c2)ccc1O
104	-1	0	100	0	100	99	-1	-2	102	98	O=S(=O)(N/N=C\c1ccc(-c2ccccc2Cl)o1)c1ccccc1
96	-5	2	95	-2	106	98	1	0	97	96	C#Cc1ccc([C@H]2C=C(C(=O)NC3CC3)O[C@@H](OCC)[C@@H]2CCCO)cc1
106	0	0	102	-4	101	100	-2	-3	102	99	CCOC(=O)c1c(C2CC2)csc1NC(=O)COC(=O)c1cc(OC)c(OC)cc1[N+](=O)[O-]
88	-1	-8	88	-5	97	91	-7	-3	91	93	COCCOc1cc(NC(=O)c2ccccc2)c(Cl)cc1Cl
100	-5	0	98	-5	102	96	-3	0	99	95	C=CCNC(=O)CC12CC3CC(C1)CC(CC(=O)NCC=C)(C3)C2
95	-1	-1	100	-9	96	97	0	-3	95	95	CCc1nnc(NC(=O)CC(CN(C)S(=O)(=O)c2ccccc2)c2ccccc2)s1 (stereo not given)
95	-3	0	91	2	91	94	0	0	94	96	COCCCNc1nc2ccccc2nc1NS(=O)(=O)c1ccccc1
102	-18	-4	99	-13	101	100	-12	-8	99	99	COC(=O)c1ccc(OC(=O)CCN2C(=O)C3C4c5ccccc5C(c5ccccc54)C3C2=O)cc1 (stereo not given)
102	0	-1	101	3	101	99	-2	2	99	98	COc1ccc(C2SC[C@@H](C(=O)O)N2C(C)=O)cc1 (stereo not given in full)
107	-14	-3	109	-9	104	106	-3	-7	104	102	O=C(NCCO)c1cccc(Cl)c1
103	-1	0	103	-4	103	103	2	-2	104	101	COc1ccc(NC(=O)COC(=O)[C@@H]2CCCN2C(=O)c2cccs2)cc1
102	-6	-6	99	-1	99	99	-6	-1	98	99	CCOC(=O)N/N=C\c1cccc(OC)c1

An excerpt from above in order of their number in HRas wt GTP bind, highest first.
| SMILES | Rac1 wt GTP bind | Bim-Bfl-1 | Bim-Bcl-W | Cdc42 wt GTP | Bim-Bcl-B | Rab7 wt modul | Rab2A wt mod | Bcl-XL Bim block | Bim-Bcl-2 | HRas wt GTP bind | Rac1 mut GTP |
| --- | --- | --- | --- | --- | --- | --- | --- | --- | --- | --- | --- |
| C=CCNC(=O)CC12CC3CC(C1)CC(CC(=O)NCC=C)(C3)C2 | 100 | -5 | 0 | 98 | -5 | 102 | 96 | -3 | 0 | 99 | 95 |
| CCOC(=O)N/N=C\c1cccc(OC)c1 | 102 | -6 | -6 | 99 | -1 | 99 | 99 | -6 | -1 | 98 | 99 |
| CCc1nnc(NC(=O)CC(CN(C)S(=O)(=O)c2ccccc2)c2ccccc2)s1 (stereo not given) | 95 | -1 | -1 | 100 | -9 | 96 | 97 | 0 | -3 | 95 | 95 |

Next section.
Rac1 wt GTP bind	Bim-Bfl-1	Bim-Bcl-W	Cdc42 wt GTP	Bim-Bcl-B	Rab7 wt modul	Rab2A wt mod	Bcl-XL Bim block	Bim-Bcl-2	HRas wt GTP bind	Rac1 mut GTP	Molecule
72*	-1	3	78*	6	92	78*	7	-2	81	85	NC(=O)COC(=O)c1cccc2c1-c1ccccc1C2=O
95	3	-1	94	-10	97	94	-1	0	93	95	O=C(NC(=S)Nc1cc([N+](=O)[O-])ccc1O)c1cccnc1
101	-5	-5	101	-6	96	98	-3	-6	99	98	CCN1C(=O)/C(=C/N(C(C)=O)c2ccccc2)N(c2ccccc2)C1=S
100	-4	1	101	0	98	101	-2	2	102	98	CCN(CCCNC(=O)C1CCN(S(=O)(=O)N2CCC3(CC2)OCCO3)CC1)c1ccccc1
88	-6	-1	86	-2	85	85	-2	-3	85	83	CCOc1ccc(NC(=O)C2C(C(=O)O)C3(Cl)C(Cl)=C(Cl)C2(Cl)C3(Cl)Cl)cc1 (stereo not given)
102	-7	-2	98	-5	98	96	-3	-4	97	98	COc1ccc(NC(=O)N2CCN(C(=O)C(Cc3ccc(F)cc3)NC(C)=O)CC2)cc1 (stereo not given)
98	-3	2	97	-2	96	94	0	0	96	94	Cc1onc(-c2ccccc2Cl)c1C(=O)NNC(=O)c1nn(C)cc1Cl
103	1	1	101	2	94	102	0	3	100	99	COc1ccccc1N(CC(O)COc1ccc(C)cc1)S(=O)(=O)c1ccccc1 (stereo not given)
100	-1	0	102	0	102	102	1	-1	103	99	Cc1cc2nnc(SCc3ccccc3)n2c(N)n1
108	-10	0	105	-9	100	103	-2	-9	102	101	CC(=O)N1CCc2cc(S(=O)(=O)CCC(=O)Nc3ccc4c(c3)OCCO4)ccc21
106	-5	0	101	0	105	102	0	-1	103	99	O=C(/C=C/c1ccccc1)N1CCN(c2cccc(Cl)n2)CC1
95	-5	0	93	-2	96	97	0	-1	96	95	NNC(=O)CNC(=O)CNS(=O)(=O)c1ccccc1
104	12	8	107	-23	98	99	-3	6	100	101	Oc1cccc(/C=N/NC(=S)Nc2cccnc2)c1O
103	-7	-4	105	-6	100	101	-4	-9	99	101	CC(C)CNC(=O)COc1ccccc1[N+](=O)[O-]
98	-5	0	95	-4	100	97	-1	0	97	94	COc1ccccc1CN(C)CC(=O)Nc1ccccc1-c1ccccc1
103	-8	-8	101	-10	101	98	-13	-11	99	98	Cc1ccc(Nc2nnc(SC(C)C(=O)Nc3c(C)n(C)n(-c4ccccc4)c3=O)s2)cc1 (stereo not given)
104	-5	5	100	-4	99	98	0	-4	100	99	COc1ccc(CN2C(=O)c3cccnc3C2Nc2cc(Cl)ccc2OC)cc1 (stereo not given)
102	-2	-3	100	-4	101	99	-3	-3	100	98	COC(=O)c1cc(Br)c(=O)n(Cc2ccc(C(=O)O)cc2)c1
103	-1	-3	102	-5	97	97	-3	0	101	100	COc1cccc(NC(=S)N(CCc2c(C)[nH]c3ccccc23)Cc2ccco2)c1
100	-11	-2	101	-4	99	97	-9	-6	98	98	Cc1noc(C)c1C(=O)N1CCN(c2ncccn2)CC1
108	-11	-2	106	-8	102	104	-5	-8	104	100	O=c1[nH]c(CSc2nnc(-c3cccnc3)n2C2CCCCC2)nc2ccccc12

Source: PubChem BioAssay (NMMLSC)
